# Compound activity deposited in PubChem BioAssay by several laboratories.
# phage Ecoli inh = E. coli growth loss with phage present; growth absorbance; AID 651602; 360,000 compounds, 0.26% hits; inhibition, % at 11.9 µM; in the data active = inhibition above about 11%
# AddAB inh = less growth of phage-infected E. coli with AddAB | 330,000 compounds, 0.29% hits | inhibition, % at 11.9 µM | E. coli expressing H. pylori AddAB, absorbance growth | AID 435030; in the data active = inhibition above about 12%;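 note: 0% = vehicle wells of infected cells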
# Ecoli viability = bacterial growth inhibition, counter-screen for AddAB inhibitors; E. coli V3065 growth, OD600 absorbance, 18 h; inhibition, % at 11.9 µM; 330,000 compounds, 0.27% hits; AID 449728;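 active = inhibition above the campaign's mean inhibition across all tested compounds plus 3 SD, cut at about 9.9% in these data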;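 note: uninfected addAB+ strain grown without phage in ampicillin broth; 0% = DMSO wells and 100% = ciprofloxacin 0.95 µg/ml wells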
# OPRM1-OPRD1 inv = inverse agonist of human OPRM1-OPRD1 heterodimerization. P35372+P41143. cell-based MOR-DOR heterodimer luminescence, inverse agonism. inhibition, % at 9.3 µM. 340,000 compounds, 0.21% hits; in the data active = inhibition above about 22%, passing the limit was not always enough;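 note: 0% = cells with DMSO and 100% = wells without cells with DMSO; values of inactives mirror those of a sister screen read the other way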
# Mot1-301 SUMO = blocks SUMOylation pathway, rescuing yeast Mot1-301 growth. S. cerevisiae Mot1-301 growth rescue, ATP luminescence, 38.5C; percent above DMSO median, 100 means doubled. growth rescue, % at 18.8 µM. AID 2716. 320,000 compounds, 1% hits;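 active = every valid replicate shows activation above 250% relative to neutral control wells; inactive = the rest, any valid replicate at or below 250%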;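 note: OY570 slx delta 5 strain wells were the positive control but not used for scaling; some compounds called inactive have numbers as strong as hits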
# MOR-DOR ag = OPRM1-OPRD1 heterodimerization agonism. 340,000 compounds, 0.3% hits. P35372+P41143. cells, luminescence. activation, % at 9.3 µM. AID 504326; in the data active = activation above about 18%;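 note: 0% = vehicle-treated cells and 100% = reference agonist; values of inactives mirror those of a sister screen read the other way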
# PKA-R1A activ = PKA-R1A complex activation. activation, % at 11.4 µM. 340,000 compounds, 0.083% hits. PKA-R1A dissociation, Cy5-IP20 fluorescence polarization; scaled: DMSO 0%, 113 µM cGMP 100%. AID 504707;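 active = percent activation above the mean of all tested compounds plus 3 SD, cut at about 19% in these data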;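 note: higher means more PKAc released from R1A so a rise in polarization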
# PfHsp90 yeast 2 = inhibits growth of yeast expressing Plasmodium falciparum Hsp90; S. cerevisiae expressing PfHsp90, BacTiter-Glo ATP, 48 h; yeast lacking PDR1 and PDR3 efflux regulators; AID 504621; inhibition, % at 9.4 µM; 310,000 compounds, 0.32% hits;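 active = every replicate shows inhibition above about 80%, whatever the replicate mean, limit read from the data; inconclusive = mean inhibition reaches the set limit but some replicate falls short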;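 note: 0% = DMSO neutral controls and 100% = 20 µM radicicol positive controls; yeast relying on Plasmodium falciparum Hsp90 in place of its own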
# HTR5A inv ctr = inverse agonist of human HTR5A in OPRM1-OPRD1 counter-screen | 340,000 compounds, 0.083% hits | P47898 | HTR5A cell line, luminescence, inverse agonism | inhibition, % at 9.3 µM; in the data active = inhibition mostly above about 23%, no sharp cut-off; inactive = mostly below about 18%;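 note: 0% = cells with DMSO and 100% = no-cell wells with DMSO; some compounds called inactive have numbers as strong as hits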
# Target sequence (P47898 whole entry, looked up): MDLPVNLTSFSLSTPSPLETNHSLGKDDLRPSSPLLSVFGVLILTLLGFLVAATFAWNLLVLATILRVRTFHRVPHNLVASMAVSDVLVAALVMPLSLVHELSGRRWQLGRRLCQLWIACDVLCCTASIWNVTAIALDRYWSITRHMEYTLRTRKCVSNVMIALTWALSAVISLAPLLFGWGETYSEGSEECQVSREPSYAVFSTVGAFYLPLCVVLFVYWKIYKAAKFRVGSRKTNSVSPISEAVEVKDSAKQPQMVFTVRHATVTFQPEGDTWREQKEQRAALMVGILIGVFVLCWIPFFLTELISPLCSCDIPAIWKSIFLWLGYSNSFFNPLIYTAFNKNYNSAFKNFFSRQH
# PKA-R2B activ = PKA-R2B complex activation; AID 504700; PKA-R2B holoenzyme dissociation, Cy5-IP20 fluorescence polarization; R2B truncated from residue 108, S112A mutant; 0% DMSO only, 100% 113 µM cGMP; P22694+P31323; activation, % at 11.4 µM; 340,000 compounds, 0.079% hits;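 active = activation above a cutoff set at the mean over all compounds plus 3 SD, cut at about 18% in these data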;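 note: higher means more holoenzyme dissociation and a rise in polarization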
# Target sequence (P31323 whole entry, looked up, other chains not shown, the tested form may be a part): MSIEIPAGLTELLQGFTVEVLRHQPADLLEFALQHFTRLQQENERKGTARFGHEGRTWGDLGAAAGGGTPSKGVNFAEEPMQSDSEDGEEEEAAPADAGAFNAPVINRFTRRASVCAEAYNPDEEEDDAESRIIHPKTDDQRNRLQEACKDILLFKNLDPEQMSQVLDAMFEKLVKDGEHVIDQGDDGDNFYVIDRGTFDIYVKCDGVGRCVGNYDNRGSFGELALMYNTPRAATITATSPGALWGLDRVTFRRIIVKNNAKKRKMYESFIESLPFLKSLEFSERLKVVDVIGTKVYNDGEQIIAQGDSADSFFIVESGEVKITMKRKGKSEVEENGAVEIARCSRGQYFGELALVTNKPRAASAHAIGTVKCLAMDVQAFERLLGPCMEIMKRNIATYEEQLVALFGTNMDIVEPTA
# Tat export inh = inhibitors of E. coli Tat protein transport; 340,000 compounds, 0.036% hits; inhibition, % at 10 µM; E. coli MC4100 TorA-mCherry Tat export, fluorescence; AID 488895;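 active = mean replicate inhibition at least 50% and at least half of replicates individually reaching 50%; inconclusive = only one of the two criteria met; inactive = neither criterion met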;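 note: exported cargo escapes ClpAP degradation while cytoplasmic cargo is degraded and loses fluorescence; 0% = median of neutral control wells and 100% = median of NaSCN control wells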
# Starred values were filed as active, the others as inactive; ? = inconclusive; · = no result given.
SMILES,phage Ecoli inh,AddAB inh,Ecoli viability,OPRM1-OPRD1 inv,Mot1-301 SUMO,MOR-DOR ag,PKA-R1A activ,PfHsp90 yeast 2,HTR5A inv ctr,PKA-R2B activ,Tat export inh
Cc1ccc(OCC(=O)Nc2ccc3c(c2)C(=O)N(CCC(=O)O)C3=O)cc1,1.7,0.4,-0.8,4,5,-0.7,-15,-5,6,-5,0
O=C(N/N=C(\c1ccccc1)c1cccnc1)c1cccc(F)c1,5.8,8.6,2.2,25,27,-4.4,-14,·,17,-4,-2
COc1ccc2c(c1)c(=O)c(C(=O)O)c(-c1ccc3c(c1)OCO3)n2C,1.3,4.3,-1.3,15,-12,-2.4,0,21,1,12,-5
Cn1c(=O)c2cn(Cc3ccc(Cl)cc3)cc2n(C)c1=O,0.8,0.1,0.7,-7,82,1.1,-1,-13,5,-3,5
COCCn1c(COc2ccc(Cl)cc2)nnc1SCC(N)=O,·,-3.2,-3.2,16,7,-3.0,2,-11,13,5,1
COc1ccc(CNC(=O)CSc2ncnc3nc[nH]c23)cc1,2.2,0.8,-2.0,3,13,-0.4,-4,9,-2,11,-3
Cc1cc(C(=O)NC(C)C2CCCO2)no1 (stereo not given),2.2,0.9,0.8,2,·,-0.3,-9,·,2,-3,-4
O=C(Cn1nnc(N2CCCC2)n1)N/N=C/c1ccc(Cl)cc1,1.6,0.6,2.0,5,13,-1.1,3,15,15,-4,1
c1ccc2c(c1)nnn2Cc1nnc2sc(-c3ccc4c(c3)OCCO4)nn12,-1.4,1.7,1.1,10,188,-2.2,5,14,4,-2,-3
C/C(=N\Nc1ccc(C)c(Cl)c1)c1cccnc1,4.5,-0.4,-2.2,17,19,-3.8,0,-11,7,-7,4
Cc1cc(OCCCn2ccnc2)ccc1[N+](=O)[O-],1.4,0.7,-1.3,16,23,-3.3,-1,3,2,-7,-7
Cc1ccc(NC(=O)C2CCC(CNC(=O)[C@@H]3Cc4ccccc4CN3)CC2)c(C)c1 (stereo not given in full),3.0,4.8,0.8,-2,-10,0.3,2,3,-19,3,8
O=S(=O)(c1ccc(Br)cc1)N1CCCc2ccccc21,3.6,2.3,0.3,-21,28,4.2,-1,-1,7,-6,-1
CC(C)(C)Nc1nc(C(N)=O)nc(N2CCOCC2)n1,1.9,-0.3,1.2,22,-1,-4.8,-1,·,17,-8,-7
COc1cc(/C=N/NC(=O)COc2ccc(C)cc2)ccc1OC(=O)c1cccs1,4.2,1.4,-1.7,-9,15,1.7,-6,-71,3,-3,5
COCc1cc(=O)[nH]c2cc(NC(=O)C3CC3)c(C)cc12,2.3,0.9,0.0,1,-21,-0.1,2,42,-2,0,3
Cn1c(N)c(S(=O)(=O)N2CCN(c3ccccc3Cl)CC2)c(=O)n(C)c1=O,0.9,-0.7,1.5,-3,0,0.6,-9,7,-5,10,3
CC(=O)c1c(C)[nH]c(C(=O)COc2cc(C)cc(C)c2)c1C,3.4,2.4,4.2,10,-8,-1.9,0,-2,9,0,20
CCc1ccc(OCC(=O)NC(C)(C)C)cc1,3.2,1.2,1.2,13,3,-2.5,2,12,0,-6,1
CCCn1c2ccccc2c2cnn(CC(=O)NCCCN3CCCC(C)C3)c(=O)c21 (stereo not given),2.6,3.4,-1.9,2,7,-0.3,-7,13,-8,-3,4
COc1cc(/C=C2\C(=N)N3N=C(S(C)(=O)=O)SC3=NC2=O)cc(OC)c1OCCOc1ccc(C)cc1,1.3,0.2,-1.4,3,-16,-0.5,-6,-17,-5,-1,10
CCOc1ccc(OCC)c(NC(=O)CN2CCN(c3cccc(C)c3)CC2)c1,-0.9,1.4,-2.2,-23,0,4.0,-12,-10,-14,-9,1
CC(C)(C)CC(=O)Nc1cc2c3c(c1)CC(=O)N3CCC2,3.0,2.9,-1.1,12,-7,-2.4,-3,-13,-1,-7,12
O=C(N/N=C/c1ccc(O)cc1)c1[nH]c2ccc(Br)cc2c1-c1ccccc1,2.6,1.9,-0.5,-41,14,5.7,7,21,0,-13,-1
Cc1c(N=NC2=C(O)CCCC2=O)c(=O)n(-c2ccccc2)n1C,1.4,2.4,-0.6,7,-17,-1.3,-4,-11,-2,-3,-4
CCC1(CC)NC(=O)N(CC(=O)Nc2ccc(OCc3ccccc3)cc2)C1=O,4.4,-0.8,2.8,10,-5,-2.0,6,·,0,4,3
O=C(NCCO)C(=O)c1c(-c2ccc(Cl)cc2)cc2ccccn12,1.0,0.9,0.2,11,-16,-2.4,-6,-6,15,0,-2
COc1ccc(-c2cc(C)no2)cc1S(=O)(=O)N1CCOc2ccc(C)cc21,-1.4,2.2,-1.3,-6,-2,1.1,-2,-8,-5,-13,2
COCCNC(=O)c1c(N)n(-c2ccccc2)c2nc3ccccc3nc12,2.0,1.6,1.2,10,-1,-1.8,9,20,-24,17,-7
Cc1nn(-c2ccccc2)nc1C(=O)OCC(=O)N1CCCCC1C (stereo not given),3.9,0.5,-0.1,-1,-11,0.4,-9,-18,-19,-2,-12
CCc1ccc(OCC(=O)Nc2ccc(S(=O)(=O)N3CCCC3)cc2)c(Br)c1,3.8,0.8,-1.8,-104,7,19*,15,14,-13,-2,-6
CC(=O)N1N=C(c2cccs2)CC1c1ccco1 (stereo not given),5.1,2.9,-0.5,17,-4,-3.4,-1,0,13,3,-1
Cc1ccc(/C=C(\C#N)C(=O)N2CCCC2)c(C)c1,0.9,1.9,-0.8,14,-18,-2.9,2,-15,-16,2,2
CCOC(=O)C1(CCOc2ccccc2)CCN(Cc2ccccc2O)CC1,-0.6,0.2,-2.0,-4,-23,0.8,11,-1,12,9,-6
O=C(/C=C/c1cccc([N+](=O)[O-])c1)Nn1c(-c2ccccc2F)nc2ccccc2c1=O,1.5,2.2,2.4,10,6,-2.1,-10,10,15,-8,3
COc1ccc(C(=O)Nc2ccc(NC(=O)c3cnccn3)cn2)cc1,0.9,0.8,2.9,7,1,-1.2,3,-9,13,-8,-2
COc1cccc(N(C(=O)Cn2nnc3ccccc32)C(C(=O)NCc2ccco2)c2cccnc2)c1 (stereo not given),2.5,·,·,1,·,-0.3,7,18,9,-3,-8
COc1ccc(CNC(=O)COC(=O)c2ccccn2)cc1,0.3,-1.4,-1.9,5,·,-0.9,5,-44,-5,7,-1
CCN=C1SC(C(=O)Nc2ccc(Cl)c(Cl)c2)CC(=O)N1CC (stereo not given),2.7,-0.1,0.5,16,245,-2.8,0,14,5,-11,-7
O=C(NCCc1ccccc1)c1n[nH]c2ccccc12,2.5,4.4,2.1,18,-6,-3.7,3,-31,-7,0,?
CCSc1nnnn1-c1ccccc1,3.4,2.5,0.2,8,29,-1.4,-12,-6,-14,-5,4
COc1cccc(CN2CC(O)=C(c3nc(-c4ccc(Cl)cc4)cs3)C2=N)c1,0.8,3.3,0.2,15,-12,-2.7,-5,-22,-16,-5,-8
Brc1cccc(-c2cnco2)c1,1.0,-0.1,-0.4,-4,13,0.8,0,-1,12,-18,5
CCc1nn(CC(=O)NCCCN2CCOCC2)c(=O)c2cc3c(OC)cccc3n12,1.1,·,·,4,·,-0.7,5,1,-24,-9,-1
COc1ccc(CCNC(=O)COC(=O)CCC(=O)c2cccs2)cc1OC,3.8,1.7,0.4,12,-5,-2.2,5,·,6,5,5
COc1ccc(C(C#N)(CC(=O)O)c2cnccn2)cc1OC (stereo not given),0.2,0.4,0.9,2,-15,-0.3,0,25,-8,3,8
Cc1ccc2nc(S(=O)(=O)O)[nH]c2c1,3.5,-0.7,-1.4,-4,-12,0.8,-10,·,-12,-6,5
N#Cc1c(N)c(C(=O)c2ccc(Br)cc2)n2c1CCC2,1.2,3.4,-0.4,16,-18,-3.5,6,10,0,2,1
O=C(CSCc1c(Cl)cccc1Cl)NN1C(=O)c2ccccc2C1=O,3.0,-1.9,2.0,-12,-22,2.2,-13,4,15,-10,-4

# Of the compounds above, nine contain a Cl atom:
SMILES,phage Ecoli inh,AddAB inh,Ecoli viability,OPRM1-OPRD1 inv,Mot1-301 SUMO,MOR-DOR ag,PKA-R1A activ,PfHsp90 yeast 2,HTR5A inv ctr,PKA-R2B activ,Tat export inh
Cn1c(=O)c2cn(Cc3ccc(Cl)cc3)cc2n(C)c1=O,0.8,0.1,0.7,-7,82,1.1,-1,-13,5,-3,5
COCCn1c(COc2ccc(Cl)cc2)nnc1SCC(N)=O,·,-3.2,-3.2,16,7,-3.0,2,-11,13,5,1
O=C(Cn1nnc(N2CCCC2)n1)N/N=C/c1ccc(Cl)cc1,1.6,0.6,2.0,5,13,-1.1,3,15,15,-4,1
C/C(=N\Nc1ccc(C)c(Cl)c1)c1cccnc1,4.5,-0.4,-2.2,17,19,-3.8,0,-11,7,-7,4
Cn1c(N)c(S(=O)(=O)N2CCN(c3ccccc3Cl)CC2)c(=O)n(C)c1=O,0.9,-0.7,1.5,-3,0,0.6,-9,7,-5,10,3
O=C(NCCO)C(=O)c1c(-c2ccc(Cl)cc2)cc2ccccn12,1.0,0.9,0.2,11,-16,-2.4,-6,-6,15,0,-2
CCN=C1SC(C(=O)Nc2ccc(Cl)c(Cl)c2)CC(=O)N1CC (stereo not given),2.7,-0.1,0.5,16,245,-2.8,0,14,5,-11,-7
COc1cccc(CN2CC(O)=C(c3nc(-c4ccc(Cl)cc4)cs3)C2=N)c1,0.8,3.3,0.2,15,-12,-2.7,-5,-22,-16,-5,-8
O=C(CSCc1c(Cl)cccc1Cl)NN1C(=O)c2ccccc2C1=O,3.0,-1.9,2.0,-12,-22,2.2,-13,4,15,-10,-4

# Compounds as they come; any-hit rate near 2.2%.
